TSG101-PTAP inh: blocks PTAP/TSG101 interaction to inhibit HIV-1 budding. Fluorescence polarization, FITC-PTAP peptide / Tsg101 binding. 340,000 tested, under 10 active. Potency, µM (highest dose often 115 µM), for inactives: at the top dose activity change, negative = inhibition, hits mostly inhibitors. Q99816. AID 493005; active = well fitted inhibition curve with a large enough effect in the main read-out, with a control signal flat, not every such curve was filed as active; inconclusive = small, poorly fitted or top-dose-only effect, or effect the other way, or a change in a side signal; inactive = no such curve, though single readings can be large or run the other way; note: potency is the fitted concentration of half-maximal effect; % of control where 0% means no effect
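Fluorescence polarization binding of Tsg101 binding domain (10 uM final) to FITC-labeled PTAP peptide (50 nM final) in HEPES pH 7.5 buffer with NaCl, Tween 20, EDTA, TCEP. Compounds added before peptide; binding 20 min at RT.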
ELG1 DNA repair: ELG1-dependent DNA repair inhibition. HEK293T ELG1-luciferase reporter, luminescence, 16 h; DNA damage induced by 5-fluorouridine. Potency, µM (top dose mostly 46.1 µM), for inactives: at the highest dose activity change, negative = inhibition, actives largely listed as inhibitors. 330,000 tested, 2.3% active; note: potency is the fitted concentration of half-maximal effect; % is set by controls: 0 for no effect and ±100 for the full control effect; nearly all actives have a fitted effect of over 55% in size
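Overnight (16 hr) co-exposure of 2,000 cells/well to 5-fluorouridine and compound at 37 °C preceded detection. Luciferase was quantified via ONE-Glo luminescence; loss of signal denotes inhibition.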
a7 integrin act: activates integrin-mediated alleviation for muscular dystrophy | 350,000 tested, 0.064% active | alpha7betagal myoblasts, beta-gal FDG fluorescence, 48 h | Potency, µM (highest dose often 38.3 µM), for inactives: at the highest dose activation, usual class: activators;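 note: potency is the fitted concentration of half-maximal effect; 100% = response of the positive control SU9516; nearly all actives have a fitted effect of over 60% in size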
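alpha7betagal+/- myoblasts (passage 13, 250/well) treated 48 h at 37C with compounds at 1:260 dilution of DMSO stock. Lysed, then beta-galactosidase activity read as FDG fluorescence (ex 480/em 540) after 30 min, with pre-read for autofluorescence.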
B2AR arrestin: agonists driving beta-arrestin recruitment to human beta2-adrenergic receptor | 330,000 tested, 0.02% active | P07550 | AID 492947 | Potency, µM (highest dose often 46.1 µM), inactives show at the highest dose activation, usual class: activators | beta-arrestin recruitment to beta2AR, cell-based reporter;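 note: potency is the fitted concentration of half-maximal effect; 0% = DMSO controls and full agonism = EC100 isoproterenol or metaproterenol; nearly all actives have a fitted effect of over 65% in size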
TCR activator: T cell receptor activation. primary human leukocytes, anti-CD3, IL-2 HTRF, 48 h. Potency, µM (series often up to 9.22 µM), inactives show top-dose activation of IL-2 secretion, hits mostly activators. 330,000 tested, under 10 active. AID 504894; note: % of control where 0% means no effect
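Using a-CD3 beads without co-stimulation, primary human leukocytes were exposed to compounds for 48 hr. An HTRF IL-2 kit measured the cytokine, with europium-to-d2 energy transfer producing emission at 665nm upon 320nm excitation.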
AT treatment: potential ataxia-telangiectasia treatments restoring KAP-1 phosphorylation; […] A-T fibroblasts, KAP-1 phosphorylation AlphaLISA; neocarzinostatin DNA damage 30 min before lysis; Potency, µM (highest dose often 57.5 µM), for the others: at the highest dose activation, most hits filed as activators; 320,000 tested, 0.19% active; note: potency is the fitted concentration of half-maximal effect; % of control where 0% means no effect; nearly all actives have a fitted effect of over 45% in size
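ATM-like activity read as KAP-1 phosphorylation via AlphaLISA donor/acceptor antibody pairs after lysis and 6 hr at 25C. Cells were ATM-null patient fibroblasts ([…], hTERT), dosed 60 min, then exposed to the DSB inducer NCS for 30 min.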
TRPV1 agonist: agonists of human vanilloid receptor 1 (TRPV1). 320,000 tested, 0.19% active. TRPV1-expressing cells, Fluo-8 calcium influx, agonist mode. activation, % at 8.33 µM; in the data active = activation above about 80%; inconclusive = between about 30% and that limit; note: 0% is about no effect
Target sequence (Q8NER1 whole entry, looked up): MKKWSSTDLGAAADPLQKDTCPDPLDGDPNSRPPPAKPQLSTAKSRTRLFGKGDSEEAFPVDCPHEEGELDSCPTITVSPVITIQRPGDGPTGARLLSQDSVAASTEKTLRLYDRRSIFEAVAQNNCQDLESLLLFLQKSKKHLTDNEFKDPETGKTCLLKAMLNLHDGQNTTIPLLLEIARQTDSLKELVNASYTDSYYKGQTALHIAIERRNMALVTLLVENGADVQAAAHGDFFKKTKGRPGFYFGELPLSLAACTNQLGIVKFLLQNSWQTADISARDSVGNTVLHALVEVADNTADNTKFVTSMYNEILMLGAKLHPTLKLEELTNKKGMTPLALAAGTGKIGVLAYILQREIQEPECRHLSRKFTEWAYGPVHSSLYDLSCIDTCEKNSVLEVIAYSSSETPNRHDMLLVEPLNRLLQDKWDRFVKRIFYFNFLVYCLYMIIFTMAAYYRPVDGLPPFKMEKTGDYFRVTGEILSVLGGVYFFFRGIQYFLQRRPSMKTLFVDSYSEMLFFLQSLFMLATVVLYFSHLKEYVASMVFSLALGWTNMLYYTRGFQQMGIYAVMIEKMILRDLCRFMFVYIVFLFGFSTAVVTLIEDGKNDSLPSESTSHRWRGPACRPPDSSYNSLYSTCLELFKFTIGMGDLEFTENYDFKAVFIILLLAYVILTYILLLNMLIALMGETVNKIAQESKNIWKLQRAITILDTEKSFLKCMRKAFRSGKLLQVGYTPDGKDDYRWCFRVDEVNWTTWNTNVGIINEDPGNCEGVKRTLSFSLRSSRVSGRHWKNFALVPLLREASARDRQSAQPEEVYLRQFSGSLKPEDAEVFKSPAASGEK
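Cells expressing TRPV1 were dye-loaded with Fluo-8 and read kinetically: 10 s baseline, 3 min after compound (agonist portion), then 2 min after EC20 capsaicin (allosteric enhancer portion). Calcium-bound dye fluorescence at 480/520 nm.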
CXXC DNA block: MLL CXXC-DNA interaction inhibition. 290,000 tested, 0.037% active. Q03164. Potency, µM (doses to about 115 µM), for the others: top-dose activity change, negative = inhibition, most hits filed as inhibitors. AID 2662. MLL-CXXC / FITC-HOXA9 DNA fluorescence polarization; active = well fitted inhibition curve with a large enough effect in the polarisation, with a control signal flat, not every such curve was filed as active; inconclusive = small, poorly fitted or top-dose-only effect, or effect the other way, or a change in a side signal; inactive = no such curve, though single readings can be large or run the other way; the % refers to the polarisation; note: potency is the fitted concentration of half-maximal effect
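Fluorescence polarization: 7 uM MLL-CXXC (stock) preincubated 5 min with compounds, then 50 nM fluorescein-HOX-A9 DNA (stock) added; 30 min ambient. Buffer 50 mM Tris-HCl pH 7.5, 50 mM NaCl, 1 mM DTT, 0.05% BSA.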
BRCA1 expr act: activators of BRCA1 expression. AID 624202. MCF7-BRCA1-FFLuc reporter, luminescence, 48 h; response scale: scaled: vehicle 0%, 10 µM genistein 100%. Potency, µM (top dose mostly 46.1 µM), for inactives: at the highest dose activation, hits mostly activators. 380,000 tested, 1.1% active; note: potency is the fitted concentration of half-maximal effect; nearly all actives have a fitted effect of over 80% in size; some results filed as inactive show a strong effect at the top dose
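MCF7 cells carrying a BRCA1-firefly luciferase reporter (2000 cells/well, phenol-red free MEM) were attached for 2 h at 37 °C, then given compounds for 48 h. Luminescence was read 15 min after luciferase reagent; activity normalized to genistein (10 microM) and DMSO.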
p53 reactivator: restores transcriptional activity of mutant p53. H1299 p53-A138V BP100-luciferase reporter, luminescence, 24 h. Potency, µM (top dose mostly 92.2 µM), inactives show at the top dose activity change, positive = activation, actives largely listed as activators. 320,000 tested, 0.063% active. AID 504706; note: potency is the fitted concentration of half-maximal effect; % of control where 0% means no effect; nearly all actives have a fitted effect of over 45% in size
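H1299 (p53-null), stable ts p53-A138V + BP100-Luc; 1000 cells/well, Opti-MEM/10% FBS; cpd 4 pt, 1:5; 24 h, 37 deg C, 5% CO2; detection reagent 10 min RT; luminescence.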
* marks the source's active call; other numbers are inactive results; ? = inconclusive; . = not tested or not shown; [ ] = dose if it differs, or a comment. Unless noted, calls come from the whole dose curve; as a rule, active = well fitted curve in the direction sought with a large enough effect; inconclusive = small, poorly fitted or top-dose-only effect, or another doubt; inactive = no such curve, though single readings can be large; an effect the other way counts as inactive or inconclusive.

The first seven entries, ahead of the listing:
SMILES | TSG101-PTAP inh | ELG1 DNA repair | a7 integrin act | B2AR arrestin | TCR activator | AT treatment | TRPV1 agonist | CXXC DNA block | BRCA1 expr act | p53 reactivator
COc1ccc2c(c1OC)C(=O)N1C2SC(C)(C)[C@H]1C(=O)NC(C)C (stereo partly specified) | 3% | 3% | -12% | -0.2% | 0% | 0% | 0 | 3% | -1% | 0%
O=C(Cc1ccc(F)cc1)NCCc1ccccc1 | -6% | ? | 3% | 0.0% | . | -1% | 29 | -11% | 31% | 4%
Clc1ccc(CO/N=C2\CCCc3nonc32)c(Cl)c1 | 0% | ? | -4% | -0.6% | 1% | 10% | 0 | 13% | -34% | 8%
COc1ccc(Nc2nc(N)nc(CN3CCOCC3)n2)cc1 | -5% | 7% | 20% | 0.0% | 1% | -6% | -2 | -7% | 57% | 0%
Cc1ccc(-c2csc(NC(=O)N3CCOCC3)n2)cc1 | -4% | 4% | -21% | -0.2% | -2% | -3% | ? | -1% | 29% | 2%
CCOC(=O)C1CCN(Cc2cccc(OCc3ccccc3)c2)CC1 | -2% | 1% | -21% | 0.0% | 7% | 7% | 8 | 2% | -16% | .
C[C@@H]1COC(=O)[C@@H](CC(=O)OC(C)(C)C)C/C=C\C[C@H](CC(=O)NCCO)C(=O)N1 | -3% | 7% | -10% | -0.7% | -4% | 5% | . | . | 6% | 3%

The whole of this part (from the top)
SMILES | TSG101-PTAP inh | ELG1 DNA repair | a7 integrin act | B2AR arrestin | TCR activator | AT treatment | TRPV1 agonist | CXXC DNA block | BRCA1 expr act | p53 reactivator
COc1ccc2c(c1OC)C(=O)N1C2SC(C)(C)[C@H]1C(=O)NC(C)C (stereo partly specified) | 3% | 3% | -12% | -0.2% | 0% | 0% | 0 | 3% | -1% | 0%
O=C(Cc1ccc(F)cc1)NCCc1ccccc1 | -6% | ? | 3% | 0.0% | . | -1% | 29 | -11% | 31% | 4%
Clc1ccc(CO/N=C2\CCCc3nonc32)c(Cl)c1 | 0% | ? | -4% | -0.6% | 1% | 10% | 0 | 13% | -34% | 8%
COc1ccc(Nc2nc(N)nc(CN3CCOCC3)n2)cc1 | -5% | 7% | 20% | 0.0% | 1% | -6% | -2 | -7% | 57% | 0%
Cc1ccc(-c2csc(NC(=O)N3CCOCC3)n2)cc1 | -4% | 4% | -21% | -0.2% | -2% | -3% | ? | -1% | 29% | 2%
CCOC(=O)C1CCN(Cc2cccc(OCc3ccccc3)c2)CC1 | -2% | 1% | -21% | 0.0% | 7% | 7% | 8 | 2% | -16% | .
C[C@@H]1COC(=O)[C@@H](CC(=O)OC(C)(C)C)C/C=C\C[C@H](CC(=O)NCCO)C(=O)N1 | -3% | 7% | -10% | -0.7% | -4% | 5% | . | . | 6% | 3%
COc1ccc2c(c1)OC(=O)CC2c1ccccc1OC (stereo unspecified) | 0% | 3% | 7% | -0.5% | -5%[46.1 µM] | 15% | . | . | 40% | 0%
COc1ccc(CNC(=O)CCS(=O)(=O)c2cccc3nonc23)cc1 | -1% | 2% | -5% | -0.1% | 4% | 4% | 2 | 0% | 2% | -5%
Cc1cccn2c(=O)c3cc(C#N)c(=NC(=O)c4cccs4)n(CCCOC(C)C)c3nc12 | -4% | 0% | ? | 0.4% | 8% | 8% | -1 | -5% | -16% | -3%
CCOC(=O)CCC(NC(=O)c1ccccc1C(=O)NC(CCC(=O)OCC)C(=O)OCC)C(=O)OCC (stereo unspecified) | 0% | -16% | 17% | -0.3% | 5% | 0% | 1 | -1% | -11% | -4%
CCN(CC)c1ccc(/C=C(\C#N)C(=O)NCc2ccco2)cc1 | . | -15% | . | 1.5% | -5%[46.1 µM] | 0% | ? | ? | . | 16%
COCc1cc(=O)[nH]c(Sc2c(-c3ccccc3)c3ccc(Cl)cc3[nH]c2=O)n1 | 0% | -2% | 24% | -1.4% | 3%[46.1 µM] | 3% | 1 | ? | 51% | 4%
CC1(C)CC(=O)C(CO)=C(c2cccc3ccccc23)C1=O | -1% | 26% | 17% | -0.3% | 4% | -7% | -1 | . | 4% | -6%
COc1ccccc1CNC(=O)Cc1ccccc1 | -3% | ? | -16% | -0.5% | 0% | 10% | 1 | 4% | 11µM* | 19%
O=S(=O)(c1cccc2nsnc12)N1CCN(c2ccc(F)cc2)CC1 | 0% | -1% | 3% | -0.1% | -1% | 0% | 11 | 2% | -1% | 0%
CCOc1ccccc1N(C(=O)Nc1ccc(Cl)cc1)C1=NCCS1 | 0% | 28% | -3% | -0.2% | -3%[46.1 µM] | 4% | 0 | -13% | 40% | 16%
CCC(=NCCc1ccccc1)C1=C(O)CCC1=O | -2% | 13% | 19% | -0.1% | -1% | 5% | -2 | 3% | -6% | -7%
COC(=O)[C@@H](NC(=O)NCCC1=CCCCC1)C(C)C | -1% | 6% | -16% | 0.0% | -4% | -5% | 25 | -6% | -25% | -4%
CCc1nc2c(sc3nc4c(cc32)COC(C)(C)C4)c(=O)n1Cc1ccccc1 | . | -5% | -9% | -0.7% | . | -4% | 6 | -5% | -24% | -7%
COc1cc(NC(=O)CCCNC(=O)c2ccc(Cl)cc2)cc(OC)c1 | 3% | 2% | -46%[inhibitor] | 0.1% | 1% | 4% | 2 | 11% | 2% | -2%
Cc1ccccc1N1CCN(C2CCCN(C(=O)c3ccccn3)C2)CC1 (stereo unspecified) | -1% | ? | 19% | -0.4% | -9% | 2% | -3 | 3% | 6% | 9%
CCc1ccc2n(-c3ccc(OC)cc3)c([S-])c(C(=O)Nc3cc(C)cc(C)c3)[n+]2c1 | 1% | ? | 5% | 0.2% | -7% | -18% | -2 | -27% | -23% | 1%
O=c1ccc(/C=C/c2ccccc2)nn1Cc1ccc(Cl)cc1Cl | -4% | -5% | 22% | -0.1% | 4% | 1% | 1 | 1% | -35% | 0%
CCOc1ccc(-n2c(C)cc(/C=N/Nc3nc(C)cc(=O)[nH]3)c2C)cc1 | -6% | ? | 11% | -0.3% | 4% | -4% | -1 | -4% | 11% | 1%
Cc1ccc(N2C(=NC(=O)c3ccccc3)SC3CS(=O)(=O)CC32)cc1 (stereo unspecified) | -1% | 16% | ? | -0.3% | 2% | 0% | 2 | 14% | -19% | 23%
CCOc1ccc(C(=O)NCC(=O)NNC(=O)CN(C)S(=O)(=O)c2ccc(Cl)cc2)cc1OCC | -2% | . | 3% | . | -5% | . | . | . | 0% | .
O=C(Nc1ccccc1N1CCN(C(=O)c2ccc(Cl)cc2)CC1)c1cc2ccccc2o1 | -5% | ? | -21% | -0.1% | -5% | 8% | -1 | 24% | -44% | 6%
COc1ccc(CNC(=O)CSc2nnc(C(F)(F)F)n2C)cc1 | 2% | -3% | 2% | -0.2% | 2% | -2% | 2 | -1% | -6% | -3%
CCn1cc(CN2CCC(C(=O)Nc3ccc(Oc4ccccc4F)cc3)CC2)c(C)n1 | -1% | -26% | -53%[inhibitor] | -0.3% | -3% | 1% | 2 | -14% | -41% | ?
Oc1ccc(Cl)cc1CNc1nccs1 | 1% | 18% | -23% | 0.3% | 2% | 2% | 12 | -12% | 19% | 3%
Cc1cc(C)cc(NC(=O)CN2C(=O)COc3ccc(S(=O)(=O)N4CCCC4)cc32)c1 | 0% | 7% | 0% | -0.3% | 9% | 3% | 19 | -5% | -2% | -1%
Cn1cc(/C=C(\NC(=O)c2ccccc2)C(=O)NCCCN2CCOCC2)c2ccccc21 | -1% | 13% | -27% | 0.4% | 4% | 4% | 3 | -6% | -5% | 18%
O=S(=O)(c1ccc2c(c1)CCC2)N1CCNCC1 | 0% | 2% | 12% | 0.1% | -4% | 0% | -2 | . | 23% | 0%
COc1ccccc1OCC(=O)Nc1ccc(N2CCOCC2)cc1N1CCOCC1 | -4% | -16% | 5% | 0.0% | -7% | -3% | 1 | . | 6% | -10%
CCOC(=O)N1CCN(CCC(=O)Nc2ccc(OC)cc2OC)CC1 | -4% | 1% | -8% | -0.2% | -1%[46.1 µM] | 0% | -6 | 10% | 0% | -7%
COCCCNS(=O)(=O)c1ccccc1 | -8% | 4% | -5%[7.66 µM] | 0.7% | . | 30% | -2 | -4% | -1% | -7%

Screens as filed in PubChem BioAssay.
